Glioma ERSR ind: ER stress response induction in glioma; U87-MG GRP78 promoter luciferase reporter, 16 h; Potency, µM, for inactives: top-dose activation, most hits filed as activators; 420,000 compounds, 0.02% hits; also: potency is read from the fitted curve at half-maximal effect; series mostly up to about 76 µM; % of control where 0% means no effect; nearly all actives have a fitted effect of over 35% in size
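Stably transfected U87-MG glioma cells carrying a GRP78-based luciferase sensor; 16 h compound incubation. Luminescence end-point read 10 min after Bright-Glo addition at room temperature.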
D2 agonist: activates the human D2 dopamine receptor; 340,000 compounds, 0.53% hits; HEK293 T-REx D2 cells, calcium flux agonist mode; activation, % at 2 µM; P14416;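 active = activation over 3 SD above normal in the single-dose calcium agonist read, cut at about 30% in these data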; also: 0% is about no effect
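Tetracycline-induced HEK293 Trex cells with D2 receptor force-coupled to calcium signaling, plated overnight at 30 C and loaded with no-wash calcium dye. Calcium flux read kinetically for 180 s after compound addition; responses flag agonists.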
LDHA inh: blocks human lactate dehydrogenase A; 480,000 compounds, 0.15% hits; purified LDHA, NADH/diaphorase-resazurin fluorescence; active compounds read low; activity change, % (values are at about 110 or 230 µM); AID 1347041; P00338; in the data active = activity change below about -30%; inconclusive = mostly about -25% to -30%;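 also: plate controls were DMSO wells for no effect and wells without enzyme for full effect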
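Resorufin fluorescence (ex540/em590), read at 0 and 20 min after diaphorase/resazurin addition, reports the NADH left after a 5 min room-temperature reaction of 2 nM human LDH5 with 0.06 mM NADH and 0.2 mM pyruvate.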
D2 antag: antagonizes the human D2 dopamine receptor; P14416; HEK293 TREx D2 cells, calcium flux, dopamine EC80; inhibition, % at 10 µM; 340,000 compounds, 2% hits; in the data active = inhibition above about 30%; also: 0% is about no effect
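In this primary screen, negative modulation is detected by tracking calcium flux after an EC80 dopamine challenge in inducible HEK293 T-REx D2 cells preexposed to test compound for 180 s.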
Vif-A3F inh: inhibitors of Vif-A3F interaction; HeLa A3F-eYFP + Vif (tagged APOBEC3F with the HIV-1 protein that degrades it), YFP fluorescence increase; 390,000 compounds, 0.2% hits; AID 602313; Potency, µM (top dose mostly 46.1 µM), inactives show top-dose activity, negative = active; also: potency is read from the fitted curve at half-maximal effect; % of control where 0% means no effect; nearly all actives have a fitted effect of over 65% in size
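HeLa cells stably expressing A3F-eYFP plus Vif, plated and incubated overnight at 37 deg C, then exposed to compounds overnight at 37 deg C. Blocked degradation read as raised yellow fluorescence (Ex 488/Em 500-530).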
RGS4 inhibitor: blocks human RGS4-accelerated GTP hydrolysis; P49798; AID 504845; 390,000 compounds, 0.039% hits; Potency, µM (doses to about 114 µM), for the others: at the top dose activity change, negative = inhibition, usual class: inhibitors; Transcreener GDP fluorescence polarization, RGS4-accelerated GTP hydrolysis; also: potency is read from the fitted curve at half-maximal effect; % is scaled to controls: 0 for no effect and ±100 for the full control effect; nearly all actives have a fitted effect of over 75% in size; some results filed as inactive show a strong effect at the top dose
Target sequence (P49798 whole entry, looked up): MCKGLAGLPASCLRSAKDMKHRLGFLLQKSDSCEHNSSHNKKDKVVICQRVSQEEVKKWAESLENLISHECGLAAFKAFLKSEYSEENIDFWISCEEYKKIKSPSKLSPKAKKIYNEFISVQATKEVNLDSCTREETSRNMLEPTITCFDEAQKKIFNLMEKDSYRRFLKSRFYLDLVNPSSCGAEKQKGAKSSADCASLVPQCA
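MLSMR compounds (23 nl, pin-transferred) preincubated 10 min at room temperature with a 500nM (2x) first reagent, then RGS4 at 900nM (2x) plus Transcreener GDP mix added; fluorescence polarization (620/688 nm) read before and after 90 min at 30 °C.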
ERG-DNA inh: ERG Ets/DNA interaction inhibition; fluorescence polarization, His-ERG Ets domain / labelled DNA; AID 624246; Potency, µM (series often up to 76.9 µM), without a hit: top-dose FP activity, negative = inhibition, usual class: inhibitors; P11308; 370,000 compounds, 0.028% hits; active = well fitted inhibition curve with a large enough effect in the polarisation, with a control signal flat; inconclusive = small, poorly fitted or top-dose-only effect, or effect the other way, or a change in a side signal; inactive = no such curve, though single readings can be large or run the other way; the % refers to the polarisation;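 also: polarization taken with two DNA probes labelled with fluorescein and Texas red; potency is read from the fitted curve at half-maximal effect; % of control where 0% means no effect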
Target sequence (P11308 whole entry, looked up, the tested form may be a part): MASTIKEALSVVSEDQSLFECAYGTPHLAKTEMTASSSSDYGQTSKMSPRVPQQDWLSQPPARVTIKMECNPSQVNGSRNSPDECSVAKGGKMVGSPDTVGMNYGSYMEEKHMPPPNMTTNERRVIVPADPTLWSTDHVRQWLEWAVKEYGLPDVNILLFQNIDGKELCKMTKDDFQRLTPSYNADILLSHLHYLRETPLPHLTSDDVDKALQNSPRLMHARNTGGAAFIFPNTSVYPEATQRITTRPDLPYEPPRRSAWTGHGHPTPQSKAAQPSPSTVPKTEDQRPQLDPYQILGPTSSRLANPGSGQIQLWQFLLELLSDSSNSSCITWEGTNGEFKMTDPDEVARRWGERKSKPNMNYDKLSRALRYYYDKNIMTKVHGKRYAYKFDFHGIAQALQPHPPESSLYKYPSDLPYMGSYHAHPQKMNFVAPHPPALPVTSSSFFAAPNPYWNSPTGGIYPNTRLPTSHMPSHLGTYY
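His-tagged ERG Ets domain (1 uM in the protein solution; 300mM KCl, 50mM Tris-HCl, 1mM EDTA, 1mM DTT, pH 7.5) received compound, then a probe mix of 5 nM fluorescein-DNA and 100nM Texas-615-DNA. Fluorescence polarization was read for both dyes.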
12-LOX inh: inhibitors of human 12S-lipoxygenase ALOX12 | purified 12hLO, xylenol orange hydroperoxide absorbance | Potency, µM (highest dose often 108 µM), for the others: at the highest dose activity change, negative = inhibition, hits mostly inhibitors | 580,000 compounds, 1.1% hits | AID 1671190; also: potency is read from the fitted curve at half-maximal effect; % is scaled to controls: 0 for no effect and ±100 for the full control effect
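Purified human 12hLO (150 nM final) in 25 mM Hepes, 0.01% Triton X-100, pH 7.0 was preincubated 15 min at room temperature with compound. Then 40 uM arachidonic acid was added, 30 min. Hydroperoxide was read by Fe-XO absorbance ratio 573/405 nm.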
Vif-APOBEC3G blk: Vif-A3G binding inhibition. Potency, µM (titrated, usually from 46.1 µM), inactives show at the highest dose activity, negative = active, most hits filed as inhibitors. AID 602310. Q9HC16. HeLa A3G-eYFP + Vif (tagged APOBEC3G with the HIV-1 protein that degrades it), YFP fluorescence, overnight. 410,000 compounds, 0.076% hits;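 also: potency is read from the fitted curve at half-maximal effect; % is scaled to controls: 0 for no effect and ±100 for the full control effect; nearly all actives have a fitted effect of over 60% in size; hits raise eYFP signal because A3G escapes Vif-driven loss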
Target sequence (Q9HC16 whole entry, looked up): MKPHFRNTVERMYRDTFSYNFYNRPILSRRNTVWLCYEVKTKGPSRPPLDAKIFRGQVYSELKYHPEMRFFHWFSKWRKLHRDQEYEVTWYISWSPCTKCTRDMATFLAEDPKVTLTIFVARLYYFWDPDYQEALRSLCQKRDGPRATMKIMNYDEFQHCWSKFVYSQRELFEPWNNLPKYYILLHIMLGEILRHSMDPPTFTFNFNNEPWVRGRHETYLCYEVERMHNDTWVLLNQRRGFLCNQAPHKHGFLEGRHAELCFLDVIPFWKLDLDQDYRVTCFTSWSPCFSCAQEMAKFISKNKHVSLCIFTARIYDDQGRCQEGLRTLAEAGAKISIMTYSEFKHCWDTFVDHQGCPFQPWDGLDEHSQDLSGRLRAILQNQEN
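HeLa cells stably expressing Vif and C-terminally eYFP-tagged A3G, seeded overnight at 37 deg C, then exposed to compound by pintool overnight at 37 deg C. Rise in yellow fluorescence (Ex 488/Em 500-530, Acumen) marks blocked Vif-driven A3G degradation.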
* = called active by the depositor; ? = inconclusive; nt = not tested or not shown; & = joins results of further samples; [ ] = remark or other dose. Unless noted, calls follow the shape of the dose curve; as a rule, active = well fitted curve in the direction sought with a large enough effect; inconclusive = small, poorly fitted or top-dose-only effect, or another doubt; inactive = no such curve, though single readings can be large; an effect the other way counts as inactive or inconclusive. Not all compounds are listed; count on the stated rates, not on these rows.

Start of the data: the first 4 compounds, to show the layout:
item	molecule	Glioma ERSR ind	D2 agonist	LDHA inh	D2 antag	Vif-A3F inh	RGS4 inhibitor	ERG-DNA inh	12-LOX inh	Vif-APOBEC3G blk
1	O=C(NCc1ccccc1)C1(C(F)(F)F)C/C(=C/CCO)CCCO1 (configuration not stated)	0%&-2%	nt	-6	nt	6%	-11%&16%	-5%	-6%	-1%&0%
2	CCOc1ccc(-c2cc(N)n(S(=O)(=O)c3cccc4nsnc34)n2)cc1	-2%	-1.0	-2	6	-4%	-22%	157%[activator]	-22%	2%
3	CCOc1ccccc1N=c1oc2cc(O)ccc2cc1C(=O)NCC1CCCO1 (configuration not stated)	3%	-1.0	-2	20	?	-13%	7%	-15%	?
4	COc1ccc(CN(C)C[C@@H]2OCCCC[C@H](C)Oc3ccc(NC(=O)Cc4ccccc4)cc3C(=O)N([C@@H](C)CO)C[C@@H]2C)cc1	-6%	nt	-2	nt	1%	nt	nt	-23%	-5%

Results, from the start:
item	molecule	Glioma ERSR ind	D2 agonist	LDHA inh	D2 antag	Vif-A3F inh	RGS4 inhibitor	ERG-DNA inh	12-LOX inh	Vif-APOBEC3G blk
1	O=C(NCc1ccccc1)C1(C(F)(F)F)C/C(=C/CCO)CCCO1 (configuration not stated)	0%&-2%	nt	-6	nt	6%	-11%&16%	-5%	-6%	-1%&0%
2	CCOc1ccc(-c2cc(N)n(S(=O)(=O)c3cccc4nsnc34)n2)cc1	-2%	-1.0	-2	6	-4%	-22%	157%[activator]	-22%	2%
3	CCOc1ccccc1N=c1oc2cc(O)ccc2cc1C(=O)NCC1CCCO1 (configuration not stated)	3%	-1.0	-2	20	?	-13%	7%	-15%	?
4	COc1ccc(CN(C)C[C@@H]2OCCCC[C@H](C)Oc3ccc(NC(=O)Cc4ccccc4)cc3C(=O)N([C@@H](C)CO)C[C@@H]2C)cc1	-6%	nt	-2	nt	1%	nt	nt	-23%	-5%
5	COc1ccc(OCC(=O)Nc2ccc(-c3nc4cc(C)c(C)cc4o3)cc2)cc1	1%	-3.4	-9&-24	nt	-1%	3%	-8%	0%&-12%	4%
6	COc1ccc(O)c(C=Nc2cc(C)on2)c1	0%	-0.5	30	-8	-9%	4%	9%	6%	2%
7	CCC(C)(C)NC(=O)C(OC(=O)c1ccco1)c1ccccc1OC (configuration not stated)	-1%	0.1	-10	14	-2%	9%	-5%	1%	1%
8	Cc1ccc(NC(=O)Cc2nnc(SCC(=O)NC3=NCCS3)n2C)cc1	-2%	1.5	-3	-17	15%	-4%	-3%	?	2%
9	CC(NC(=O)C(=O)c1cn(CC(=O)N2CCOCC2)c2ccccc12)c1ccccc1 (configuration not stated)	1%	0.7	0&9	21	0%	6%	5%	-1%&10%	-6%
10	O=C(Cn1cccc1C(=O)c1ccccc1)NCCCN1CCc2ccccc2C1	-4%	0.5	0	23	-2%	-22%	-8%	-7%	5%

The results go on.
item	molecule	Glioma ERSR ind	D2 agonist	LDHA inh	D2 antag	Vif-A3F inh	RGS4 inhibitor	ERG-DNA inh	12-LOX inh	Vif-APOBEC3G blk
11	CC1CCCCN1C(=O)CSc1nc(C2CC2)nc2ccccc12 (configuration not stated)	-7%	0.2	-11	10	1%	15%	1%	-9%	-18%
12	CN1CCN(NC(=O)COc2cccc(C(F)(F)F)c2)CC1	-3%	1.3	-3	23	3%	-15%	-1%	16%	1%
13	CC(C)(C)c1ccc(S(=O)(=O)NC(=O)C2(C)CCN2C(=O)CC2CCCC2)cc1 (configuration not stated)	-2%	nt	-4	nt	nt	nt	nt	-3%	1%
14	Cc1ccc(C)c(NC(=O)C(NCC(C)(C)N2CCOCC2)c2ccccc2)c1 (configuration not stated)	-2%	-0.2	0	-11	0%	-9%	5%	-4%	-3%
15	N/C(COc1ncn(-c2ccccc2)n1)=N\S(=O)(=O)c1ccc(Cl)cc1Cl	-2%	1.1	-6	-3	0%	13%	-3%	-2%	4%
16	CC(NC(=O)CN(c1ccccc1F)S(C)(=O)=O)c1ccccc1 (configuration not stated)	-3%	4.5	-5	5	7%	-9%	-3%	7%	-2%
17	CN[C@@H](C)C(=O)NC[C@H]1O[C@@H](n2cnc3c(N)ncnc32)[C@H](O)[C@@H]1O	-3%	nt	-9	nt	-7%	8%	-1%	-1%	3%
18	Fc1ccc(CNC(=S)Nc2ccc(OC(F)F)cc2)cc1	-3%	0.2	-13	-9	-7%	-14%	-3%	?	1%
19	CCN(CCCNC(=O)C1CCN(S(=O)(=O)N2CCC3(CC2)OCCO3)CC1)c1ccccc1	-2%	-0.4	4	0	0%	4%	nt	1%	2%
20	CC(C)C[C@@H]1CN=C(N)N1C[C@@H]1CCCN1C[C@@H](C(C)C)N1C[C@@H](Cc2ccccc2)N(CCc2ccc(Cl)c(Cl)c2)C1=N	-1%	nt	-8	nt	11%	-2%	-11%	-14%	1%

The listing continues.
item	molecule	Glioma ERSR ind	D2 agonist	LDHA inh	D2 antag	Vif-A3F inh	RGS4 inhibitor	ERG-DNA inh	12-LOX inh	Vif-APOBEC3G blk
21	Cc1ccc(NC(=O)CCn2c(=O)oc3ccccc32)cc1	2%	-1.5	-1	-9	nt	?	-3%	4%	-9%
22	COc1ccccc1NC(=S)N(Cc1ccc(C)cc1)Cc1cccnc1	-3%	-0.1	-1	-12	5%	-4%	3%	?	5%
23	O=C(Oc1ccc2ccc(=O)oc2c1)C1CCCCC1	0%	-0.1	-14	-6	6%	-6%	2%	-13%	0%
24	O=C(NN1C(=O)c2ccccc2NC1c1cccnc1)c1ccc([N+](=O)[O-])cc1 (configuration not stated)	0%	-0.2	2	6	-1%	19%	-1%	-4%	0%
25	CN(C(=O)Cc1c[nH]c2ccccc12)C(C(=O)Nc1ccc2c(c1)OCO2)c1ccccc1 (configuration not stated)	0%	2.0	-2	10	7%	10%	-3%	-23%	-6%
26	Cc1ccc(NC(=O)CCc2nnc3ccc(NCc4ccco4)nn23)cc1F	-7%	-2.1	-4	2	2%	13%	20%	0%	-6%
27	O=C(CSc1nnc(-c2ccc(Cl)cc2)c(-c2ccc(Cl)cc2)n1)NC1CCCC1	2%	0.0	1	nt	6%	8%	-1%	5%	-2%
28	CCOC(=O)C1=CC[C@H]2c3c(c4ccccc4n3C)C(=O)C1N2Cc1ccccc1	-3%	nt	7	nt	-15%	-19%	11%	?	-11%
29	COc1ccc(C(=O)N2CCC2(C)C(=O)NC(C)C)cc1OC (configuration not stated)	-4%	nt	-4	nt	nt	nt	nt	-17%	-2%
30	FC(F)(F)c1cnc(NNC(=S)Nc2ccccc2)c(Cl)c1	-10%	nt	-3	nt	-3%	nt	nt	?	3%

Continuation.
item	molecule	Glioma ERSR ind	D2 agonist	LDHA inh	D2 antag	Vif-A3F inh	RGS4 inhibitor	ERG-DNA inh	12-LOX inh	Vif-APOBEC3G blk
31	CCOc1ccc(C(=O)Nc2cc3c(cc2N2CCCC2)n(CC)c(=O)n3CC)cc1OCC	-3%	nt	8	nt	-23%	-20%	0%	0%	-5%
32	COc1ccc(C(=O)NCc2nnc(SCC(=O)N3CCOCC3)o2)cc1	-4%	2.6	-3	0	-13%	-14%	8%	2%	2%
33	COC(=O)C1CCN(C(=O)c2ccc(NC(C)=O)cc2)CC1	-2%	0.5	-7	-13	-2%	7%	0%	0%	-5%
34	COc1ccc(Cl)cc1NC(=O)c1c(NCc2ccc(C)o2)sc2c1CCCC2	-2%	-0.8	1	nt	1%	-52%	-2%	?	-7%
35	COc1ccccc1C(=O)NCCC(=O)NCc1cccnc1	-1%	nt	-7	nt	5%	18%	-10%	26%	-4%
36	COCCCNC(=O)c1ccccc1NS(C)(=O)=O	-4%	-0.1	2	0	0%	1%	2%	-24%	-1%
37	NC(=O)c1ccccc1OCC(=O)NS(=O)(=O)c1ccc(Cl)cc1	-8%	-0.3	-3	-2	-1%	-4%	3%	-9%	1%
38	O=c1[nH]c(-c2ccc(O)cc2)nc2scc(-c3cccs3)c12	12%	-0.2	-4	-1	-6%	-9%	-2%	-7%	0%
39	Cc1ccc2c(cnn2C(=O)CCC(=O)NC2CCCCC2)c1	-5%	-0.2	-6	18	0%	-18%	1%	-14%	0%
40	Cc1ccc(NC(=O)c2cc(S(=O)(=O)N3CCc4ccccc43)cn2C)cc1C	0%	1.3	-11	-23	0%	6%	-8%	44%[activator]	-4%

Going on with the list:
item	molecule	Glioma ERSR ind	D2 agonist	LDHA inh	D2 antag	Vif-A3F inh	RGS4 inhibitor	ERG-DNA inh	12-LOX inh	Vif-APOBEC3G blk
41	CC(=O)Nc1ccc(C(O)(C(F)(F)F)C(F)(F)F)cc1	-2%	-0.5	-2	1	-12%	-13%	-3%	-3%	-1%
42	COc1ccc(CCn2c(=N)c(C(=O)NCC3CCCO3)cc3c(=O)n4cccc(C)c4nc32)cc1 (configuration not stated)	-5%	0.7	2	-7	-18%	-9%	13%	?	-12%
43	O=C(c1ccc(OC2CCN(Cc3ccccc3O)CC2)cc1)N1CCCCC1	-3%	0.4	-6	-4	10%	6%	8%	-1%	-1%
44	O=C(NCc1ccc2c(c1)OCO2)c1ccc2c(c1)N(Cc1c(F)cccc1Cl)C(=O)c1ccccc1S2	-1%	-0.3	-7	nt	6%	16%	6%	-24%	-1%

Assay outcomes: PubChem, National Center for Advancing Translational Sciences (NCATS)
